Bioassay records: PubChem, several laboratories
Anthrax LF prot = inhibitors of Bacillus anthracis lethal factor protease. inhibition, % at 10 µM. P15917. multiplex microsphere protease cleavage assay, LF. 360,000 compounds, 0.12% hits; also: plate controls were buffer without enzyme for full effect and enzyme alone for no effect
PrPC surface inh = reduces human prion protein on the cell surface | P04156 | cell surface PrPC, TR-FRET read-out | inhibition, % at 13.8 µM | 370,000 compounds, 0.43% hits | AID 720596; in the data active = inhibition above about 24%; also: 0% = median of the test wells and 100% = reference compound wells
CCHF vOTU inh = blocks the CCHF virus ovarian tumor domain protease; AID 651958; inhibition, % at 11.5 µM; CCHFV vOTU protease, Pep-AMC fluorescence; 370,000 compounds, 0.55% hits; in the data active = inhibition above about 30%; also: 0% = vehicle wells with enzyme and 100% = no enzyme wells
BoNT A protease = inhibitors of Botulinum neurotoxin A light chain protease. multiplex microsphere protease substrate cleavage, flow cytometry. inhibition, % at 10 µM. 360,000 compounds, 0.17% hits; also: plate controls were buffer without enzyme for full effect and enzyme alone for no effect
PriA SSB inh = inhibitors of Klebsiella pneumoniae PriA binding to SSB C-terminal tail; inhibition, % at 33 µM; AID 1272365; 430,000 compounds, 0.6% hits; AlphaScreen SSBct-PriA binding, biotinylated peptide; in the data active = inhibition mostly above about 37%, no sharp cut-off; inactive = mostly below about 20%;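 also: plate controls were negative control peptide for no effect and reference peptide for full effect; strong numbers were not always called active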
MazEF act = increases E. coli MazEF RNase cleavage of RNA | P0AE70 | FAM/BHQ RNA-DNA oligo cleavage fluorescence, 5 h | activation, % at 20 µM | 350,000 compounds, 0.32% hits | AID 504720; in the data active = activation above about 50%
Target sequence (P0AE70 whole entry, looked up): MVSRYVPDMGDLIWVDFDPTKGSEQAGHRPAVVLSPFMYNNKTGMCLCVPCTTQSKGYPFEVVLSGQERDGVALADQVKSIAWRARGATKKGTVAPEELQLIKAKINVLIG
VHR inh abs = DUSP3 (human) phosphatase inhibition; inhibition, % at 13.3 µM; 290,000 compounds, 0.52% hits; recombinant VHR phosphatase, pNPP absorbance; in the data active = inhibition above about 50%; also: some compounds called inactive have numbers as strong as hits
Target sequence (P51452 whole entry, looked up): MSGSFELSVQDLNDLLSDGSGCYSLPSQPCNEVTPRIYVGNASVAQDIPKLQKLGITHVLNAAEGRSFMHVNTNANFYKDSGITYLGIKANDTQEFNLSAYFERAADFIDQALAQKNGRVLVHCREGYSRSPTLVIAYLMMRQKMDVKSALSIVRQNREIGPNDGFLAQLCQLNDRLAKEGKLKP
BoNT F protease = inhibitors of Botulinum neurotoxin F light chain protease; Multiplex microsphere protease cleavage assay, flow cytometry; inhibition, % at 10 µM; 360,000 compounds, 0.22% hits; AID 588497; in the data active = inhibition above about 35%, passing the limit was not always enough; inconclusive = no clear call, values can overlap the other calls; also: plate controls were buffer without enzyme for full effect and enzyme alone for no effect
3CLpro inhibitor = SARS-CoV 3CLpro protease inhibition | P0C6X7 | recombinant SARS-CoV 3CLpro, quenched FRET peptide cleavage | inhibition, % at 6 µM | 290,000 compounds, 0.14% hits | AID 1706; in the data active = inhibition above about 12%
Rv3671c protease = inhibitors of M. tuberculosis serine protease Rv3671c. 320,000 compounds, 0.048% hits. P9WHR9. inhibition, % at 5.96 µM; in the data active = inhibition above about 38%;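 also: extracellular domain of Rv3671c used as enzyme; 0% = enzyme with DMSO and 100% = no enzyme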
Target sequence (P9WHR9 whole entry, looked up, the tested form may be a part): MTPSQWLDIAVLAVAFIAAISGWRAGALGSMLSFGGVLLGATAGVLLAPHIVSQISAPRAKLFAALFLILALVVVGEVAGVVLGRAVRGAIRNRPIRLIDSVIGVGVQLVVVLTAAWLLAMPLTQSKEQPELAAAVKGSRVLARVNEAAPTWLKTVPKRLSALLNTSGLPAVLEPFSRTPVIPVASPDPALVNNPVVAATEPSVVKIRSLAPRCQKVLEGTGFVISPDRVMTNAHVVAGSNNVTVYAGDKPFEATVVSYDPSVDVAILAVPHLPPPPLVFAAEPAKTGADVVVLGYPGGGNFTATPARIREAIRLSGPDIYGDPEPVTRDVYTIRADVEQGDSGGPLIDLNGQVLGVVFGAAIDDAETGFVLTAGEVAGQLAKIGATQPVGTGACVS
Numbers without * were called inactive; ? = inconclusive; · = not tested or not shown. Rule as the data show it, unless noted: active = inhibition above about 30%; inconclusive = no clear call, values can overlap the other calls; inactive = below that.

Below each SMILES: Anthrax LF prot, PrPC surface inh, CCHF vOTU inh, BoNT A protease, PriA SSB inh, MazEF act, VHR inh abs, BoNT F protease, 3CLpro inhibitor, Rv3671c protease
- CC(=O)Nc1ccc(-n2cnnn2)cc1
    -1, -4, -4, 0.6, -18, 2, -18, 11, 0, -2
- CCn1c(=O)c(C(=O)NCCc2ccc(Cl)cc2)c(O)c2ccccc21
    -2, -1, 6, -3.2, -7, 1, 22, -10, 1, -14
- COc1ccc(C)cc1N(C(=O)c1ccccc1F)c1nc2ccccc2s1
    2, 11, -22, 1.1, -5, -4, -1, 2, 5, -9
- COc1ccc(C(=O)COC(=O)c2cccc(-n3cnnn3)c2)c(OC)c1
    6, 6, -3, -0.9, -2, 0, ·, 2, ·, -13
- COCCOC(=O)c1c(C)oc2ccc(NS(=O)(=O)c3ccc(F)cc3)cc12
    -2, 0, 9, -0.4, -3, 7, 0, -4, 4, -18
- COC(C/C=C\C(=O)[C@H](C)OCc1ccccc1)OC
    -2, -4, 10, 0.2, 1, 23, ·, 6, ·, -7
- CC(=O)c1c(C)[nH]c(C(=O)OCC(=O)N2CCc3ccccc32)c1C
    2, 6, 14, 0.7, 1, -14, 5, 3, 1, -12
- Nc1nonc1-n1nnc(C(=O)N/N=C/c2ccccn2)c1-c1ccccc1
    -1, 5, -2, -5.9, ·, 3, 21, -12, 0, ·
- N#Cc1cc([N+](=O)[O-])ccc1NC(=O)CSc1n[nH]c(=O)[nH]c1=O
    -5, -23, 10, 0.0, 0, 6, ·, 0, ·, 4
- CCN(CCCNC(=O)CCNC(=O)Cn1cnc2ccccc2c1=O)c1ccccc1
    -5, -2, -2, 1.0, -11, 0, 29, ?, -2, 1
- Cc1noc(C)c1NC(=O)N(C)C[C@H]1OCCCC[C@@H](C)Oc2ccc(NS(=O)(=O)c3ccccc3)cc2C(=O)N([C@H](C)CO)C[C@@H]1C
    -7, -3, -10, -0.4, ·, 4, ·, -3, ·, ·
- NC(=O)CC(NC(=O)Cc1cccc2ccccc12)c1ccc(NCCc2cccc(F)c2)c([N+](=O)[O-])c1 (centres undefined)
    -8, 0, 7, 0.3, -11, 16, 23, 5, ·, -4
- CCc1nc2ccc(C(=O)N3CCN(C(C)=O)CC3)cn2c1N(CCC(C)C)CCN(C)C
    -2, 4, 10, -0.4, ·, ·, ·, -6, ·, ·
- Cc1ccc(S(=O)(=O)N2CCC(C(=O)OCCOc3ccccc3)CC2)cc1C
    -6, 6, -4, -1.4, -11, -7, ·, -13, ·, -4
- O=C(NCCCCc1ccccc1)c1cccc(Br)c1
    -3, -11, 2, 1.1, -18, 4, 1, ?, 0, -5
- Cc1ccc(NC(=O)c2ccc(NS(=O)(=O)/C=C/c3ccccc3)cc2)nc1
    -3, 1, 11, -0.1, 8, -5, 10, 5, 1, -24
- O=C(NC1CCCC1)c1cccc(S(=O)(=O)Nc2ccccc2F)c1
    -9, -3, 14, -0.7, -5, 5, ·, -10, ·, -15
- CN(c1ccccc1)c1nc(N)c([N+](=O)[O-])c(Nc2ccccc2F)n1
    4, 5, -2, -1.8, -4, 0, ·, 3, -2, -13
- CC(=O)c1sc(N/N=C2\CC3CCC2(C)C3(C)C)nc1C (centres undefined)
    -15, -9, 16, -3.3, ·, 17, 13, -14, 5, 0
- Cc1ccc(Cl)cc1-c1cc(C(=O)NCc2ccccc2)[nH]n1
    -2, 8, 10, -1.0, ·, ·, ·, -7, ·, ·
- O=C(N/N=C/c1cccnc1)c1ccccc1NS(=O)(=O)c1cccs1
    -2, 7, 3, -0.2, ·, 6, 5, -3, -1, 1
- O=C(Nc1ccccc1C(F)(F)F)c1cc2ncc(CCCl)cn2n1
    -3, -1, 19, 0.1, -3, 13, -20, 3, 1, 6
- Cc1ccc(C(=O)NCCSc2snnc2C)cc1
    -5, 4, 1, 0.0, 14, -4, -9, -1, -5, 1
- CCOc1cc(C)ccc1OCc1nnc(SCC(=O)c2cccc([N+](=O)[O-])c2)n1CC
    -2, -8, -2, 1.6, -20, 2, 3, -6, 2, -5
- Cc1cc(=O)oc2c(CN3CCN(C)CC3)c(O)c(Cl)cc12
    1, 2, -200, 0.4, -19, 4, -12, 0, 1, 6
- COC(=O)C1=C(c2ccc(OC(F)(F)F)cc2)C[C@@H]2CC[C@H]1N2C(=O)NC(C)C
    0, 2, 6, -0.6, -10, 9, ·, 2, ·, 0
- COc1ccccc1N1CCN(CC(O)COc2ccc3c(c2)OCO3)CC1 (centres undefined)
    -1, -1, 5, -0.4, 8, 5, 5, -5, 2, -1
- O=S(=O)(Nn1cnnc1)c1ccccc1
    -2, 0, -8, 0.3, -1, -7, -5, 4, -2, 4
- O=C(CSc1nnc(-c2ccco2)c(-c2ccco2)n1)c1ccccc1
    -4, -2, 16, 2.1, -2, -16, 30, -2, 3, -11
- C=CC[n+]1c(-c2ccc(C)cc2)csc1Nc1ccc(NC(C)=O)cc1
    2, 17, 10, -1.4, 11, 3, 2, -9, 3, ·

Next records:
Below each SMILES: Anthrax LF prot, PrPC surface inh, CCHF vOTU inh, BoNT A protease, PriA SSB inh, MazEF act, VHR inh abs, BoNT F protease, 3CLpro inhibitor, Rv3671c protease
- COc1ccc(-n2nc(C(=O)NCCCN3CCCC3=O)c3c4ccccc4n(C)c3c2=O)cc1Cl
    -1, ·, ·, -0.1, -14, 4, -4, -1, 1, 1
- Cc1nc(SCc2nc3ccccc3[nH]2)c2oc3ccc(Br)cc3c2n1
    1, 1, 13, -0.7, -8, -22, ·, -5, ·, -50
- OCCC#Cc1ccc(CN2CCN(CCc3ccccc3)C(CCO)C2)cc1 (centres undefined)
    8, -9, 1, -3.1, 0, 8, 7, -5, 2, 2
- Cc1cc(Br)cn2ccnc12
    0, 3, -4, -3.8, -28, 4, 6, -4, 6, 10
- CCn1c(SCC(=O)N2CCCCC2)nc2c(c1=O)SC(C)C2 (centres undefined)
    2, -1, 1, 0.4, -9, 0, -6, 8, 1, 1
- Cc1ccc(C(=O)Nc2ccccc2C(=O)N2CC(C)OC(C)C2)cc1 (centres undefined)
    -2, 9, 7, 0.1, ·, 12, ·, -5, ·, ·
- CN(C)CCCNC(=O)C[C@H]1C[C@H](C(=O)N2CCCCC2)[C@@]2(CCc3ccccc3)c3[nH]c4cc(-c5ccco5)ccc4c3CCN2C1=O
    -7, -9, -14, -0.5, 46*, 2, ·, -9, ·, ·
- CNC(=O)c1[nH]cnc1C(=O)Nc1ccc(Cl)cc1
    -5, -8, -4, -0.8, -4, 3, 13, -9, 1, -3
- Cc1noc(C)c1CSc1nnnn1-c1ccc(Cl)cc1
    -3, 3, -1, 0.1, -26, -5, 30, -15, -3, -4
- NC(=O)N/N=C/c1cc(Br)ccc1OCC(=O)NCc1ccccc1
    -3, -16, -11, -0.9, ·, 5, -5, -5, 5, 2
- COc1cccc(C(=O)COc2ccc3c(C)c(Cc4ccccc4)c(=O)oc3c2)c1
    -1, -1, -20, -0.5, 2, 0, -8, -8, 0, -26
- CCn1cc(C(=O)Nn2cnnc2)c(=O)c2ccc(C)nc21
    -2, 0, 8, -1.5, 0, 6, ·, 3, ·, 2
- CC(C)c1ccc(S(=O)(=O)NC2CCS(=O)(=O)C2)cc1 (centres undefined)
    3, 0, 2, 0.8, -7, -4, ·, 1, ·, 7
- COc1ccc(-n2ncc3c(NCC4CCCO4)ncnc32)cc1 (centres undefined)
    -4, ·, ·, -0.4, -9, 1, 12, -3, 3, -5
- O=C(CN1CCOCC1)Nc1cc(Cl)ccc1Cl
    10, 6, -6, -0.8, -7, 5, 10, 1, -1, -9
- Cc1cccc(-n2c(CNC(=O)c3ccc(S(=O)(=O)N4CCCC4)cc3)n[nH]c2=S)c1
    0, -2, 9, -0.8, -9, -9, -12, -10, -1, 7
- CC1CC(Nc2ccccc2)c2ccccc2N1C(=O)c1ccco1 (centres undefined)
    0, -4, -5, -6.2, 8, 9, 13, ?, 0, 5
- c1ccc(N/N=C(\Cc2nc3ccccc3[nH]2)c2ccccc2)cc1
    -5, 11, 13, -0.6, ·, 22, -10, -13, 0, 5
- CCCSc1nc2c(cnn2-c2ccc(F)cc2)c(=O)[nH]1
    5, 1, 4, -0.2, -18, 14, 2, -11, 1, -6
- CCC(=O)Oc1ccc(C(=O)Nc2ccc([N+](=O)[O-])cc2)cc1
    -3, -12, 4, -0.4, -5, -8, -7, -3, 2, 11
- Cc1cc(C)nc(SCC(=O)N2CCC(C(N)=O)CC2)n1
    2, -4, -17, -0.2, -9, 6, -2, 1, -1, -9
- COc1c2c(cc3ccc(=O)oc13)CCO2
    15, 2, -36, 0.1, -3, 4, 6, 11, 0, 5
- Cn1c(Cc2ccccc2)nnc1SCC(=O)NC1CC1
    -1, -6, 3, -1.5, 2, 7, 12, 6, 1, -4

Of the compounds above, these have an aryl methoxy group:
Below each SMILES: Anthrax LF prot, PrPC surface inh, CCHF vOTU inh, BoNT A protease, PriA SSB inh, MazEF act, VHR inh abs, BoNT F protease, 3CLpro inhibitor, Rv3671c protease
- COc1ccc(C)cc1N(C(=O)c1ccccc1F)c1nc2ccccc2s1
    2, 11, -22, 1.1, -5, -4, -1, 2, 5, -9
- COc1ccc(C(=O)COC(=O)c2cccc(-n3cnnn3)c2)c(OC)c1
    6, 6, -3, -0.9, -2, 0, ·, 2, ·, -13
- COc1ccccc1N1CCN(CC(O)COc2ccc3c(c2)OCO3)CC1 (centres undefined)
    -1, -1, 5, -0.4, 8, 5, 5, -5, 2, -1
- COc1ccc(-n2nc(C(=O)NCCCN3CCCC3=O)c3c4ccccc4n(C)c3c2=O)cc1Cl
    -1, ·, ·, -0.1, -14, 4, -4, -1, 1, 1
- COc1cccc(C(=O)COc2ccc3c(C)c(Cc4ccccc4)c(=O)oc3c2)c1
    -1, -1, -20, -0.5, 2, 0, -8, -8, 0, -26
- COc1ccc(-n2ncc3c(NCC4CCCO4)ncnc32)cc1 (centres undefined)
    -4, ·, ·, -0.4, -9, 1, 12, -3, 3, -5
- COc1c2c(cc3ccc(=O)oc13)CCO2
    15, 2, -36, 0.1, -3, 4, 6, 11, 0, 5

Only part of the results is shown; rates above refer to the full screens.
